PPARg SRC-2 ag: PPARgamma-driven SRC-2 recruitment agonism. AID 1032. P37231. PPARgamma LBD-SRC-2 recruitment, biochemical. activation, % at 8 µM. 200,000 compounds, 0.34% hits; in the data active = activation above about 22%;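 also: 0% = vehicle and 100% = reference agonist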
Diaphorase act: counter-screen for diaphorase-based assays: diaphorase activators and chemical reducers | Diaphorase/resazurin coupled assay, resorufin fluorescence, 16 min; hits give high values; 1 = vehicle wells, 0 = NADH-free wells | activation factor at 20 µM | 190,000 compounds, 0.005% hits;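 active = diaphorase activity raised at least twofold by the compound at 20 µM; inactive = activation factor below 2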
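Material: purified diaphorase enzyme from Clostridium kluyveri; Also added: 0.114 mM NADH and 0.1 mM resazurin, final amounts; Doses: single compound dose of 20 µM, 1% DMSO final; Times: 16 min enzyme reaction, ambient temperature; Detection: resorufin fluorescence, excitation 544 nm, emission 590 nm; Measure: increased resorufin signal from activators or reducing compounds.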
PPARg SRC1 recr: PPARgamma-driven SRC-1 recruitment agonism | activation, % at 8 µM | AID 631 | PPARgamma-SRC-1 coactivator recruitment biochemical assay | P37231 | 200,000 compounds, 0.41% hits; in the data active = activation above about 19%;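 also: 0% = DMSO and 100% = reference agonist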
PMI act: increases human mannose-6-phosphate isomerase activity; P34949; purified human PMI, coupled resazurin fluorescence, 20 min; hits give high values; 1 = vehicle control, 0 substrate-free wells; activation factor at 20 µM; 190,000 compounds, 0.005% hits;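 active = activation factor of 2 or more at 20 µM, relative to plate controls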
Target sequence (P34949 whole entry, looked up): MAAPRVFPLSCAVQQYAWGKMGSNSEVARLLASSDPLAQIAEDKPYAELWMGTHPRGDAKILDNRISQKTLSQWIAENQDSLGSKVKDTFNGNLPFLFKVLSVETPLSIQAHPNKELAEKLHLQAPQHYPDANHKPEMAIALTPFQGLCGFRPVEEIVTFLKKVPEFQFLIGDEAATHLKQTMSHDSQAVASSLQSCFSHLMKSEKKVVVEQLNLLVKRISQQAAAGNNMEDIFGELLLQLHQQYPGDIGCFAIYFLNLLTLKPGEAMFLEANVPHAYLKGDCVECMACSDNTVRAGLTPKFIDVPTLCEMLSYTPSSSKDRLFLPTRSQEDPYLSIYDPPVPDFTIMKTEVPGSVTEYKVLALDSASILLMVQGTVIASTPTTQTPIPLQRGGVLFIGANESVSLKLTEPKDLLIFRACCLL
PMI act hi M6P: activators of human phosphomannose isomerase at near-saturating mannose 6-phosphate | P34949 | activation factor at 20 µM | 190,000 compounds, 0.34% hits | AID 1216 | coupled PMI enzyme assay, resazurin fluorescence, 20 min; hits give high values; 1 = untreated enzyme, 0 = substrate-free blank;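 active = activation factor of 2 or more at 20 µM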
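assay system = human phosphomannose isomerase with PGI, G6PDH, diaphorase coupling enzymes | quantity = 15 ng/mL PMI | incubation = enzyme reaction with compound 20 min at room temperature | medium = HEPES pH 7.4 buffer with MgCl2 and Tween-20 | compound dosing = one concentration, 20 µM, in 1% DMSO | measured by = Diaphorase-driven resazurin-to-resorufin fluorescence, excitation 544, emission 590 nm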
S1P3 antag: antagonists of human S1P3 receptor. Q99500. CHO S1P3 NFAT-BLA reporter, FRET fluorescence, antagonist mode. inhibition, % at 4.98 µM. 170,000 compounds, 0.27% hits. AID 485;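 active = inhibition above the plate cutoff, the mean inhibition of test wells on that plate plus 3 SD, cut at about 28% in these data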;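 also: cells challenged with S1P at its EC80 of 0.8 µM; blue over green emission ratio from cleaved BLA substrate after 4 h stimulation; 0% = S1P-stimulated wells and 100% = unstimulated DMSO-only wells; some compounds past the cut are filed as inactive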
G6PDH counter: inhibits Leuconostoc G6PDH, flagging false hits in G6PDH-based assays; Purified L. mesenteroides G6PDH, diaphorase/resazurin coupled fluorescence, 45 min; inhibition, % at 5 µM; 200,000 compounds, 0.12% hits; AID 1020; in the data active = inhibition above about 50%
Diaph inh CS: inhibits diaphorase or chemically oxidizes, flagging diaphorase assay artifacts; inhibition, % at 20 µM; diaphorase resazurin-to-resorufin fluorescence, NADH, 16 min; bacterial (C. kluyveri) enzyme, not human; 190,000 compounds, 0.69% hits; AID 1217;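 active = primary screen inhibition at 20 µM above a set limit, cut at about 50% in these data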;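 also: plate controls were DMSO with full reaction for no effect and wells lacking NADH for full effect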
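Test system: diaphorase enzyme from Clostridium kluyveri; amount: diaphorase at 0.14 U/mL in enzyme working solution; detection: fluorescence of resorufin formed from resazurin, Ex 544/Em 590 nm; times: reaction incubation of 16 min at room temperature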
TR-FRET SRC-2 ct: counter-screen for PPARgamma SRC-2 recruitment agonists: TR-FRET artefact | hits give high values | TR-FRET ratio at 8 µM | 200,000 compounds, 0.4% hits; in the data active = TR-FRET ratio above about 2000; also: inactives centre near 1500
ROMK mod: modulators of human ROMK potassium channel | Tet-inducible ROMK, thallium flux fluorescence; actives lie on both sides | P48048 | AID 1918 | B-score at 10 µM | 130,000 compounds, 2% hits;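 active = signal ratio slope over the read window, or its plate-corrected B-score, at least 3 SD from the plate mean, either direction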;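 also: B-score of the F/F0 ratio slope over 7 to 12 s after thallium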
Target sequence (P48048 whole entry, looked up): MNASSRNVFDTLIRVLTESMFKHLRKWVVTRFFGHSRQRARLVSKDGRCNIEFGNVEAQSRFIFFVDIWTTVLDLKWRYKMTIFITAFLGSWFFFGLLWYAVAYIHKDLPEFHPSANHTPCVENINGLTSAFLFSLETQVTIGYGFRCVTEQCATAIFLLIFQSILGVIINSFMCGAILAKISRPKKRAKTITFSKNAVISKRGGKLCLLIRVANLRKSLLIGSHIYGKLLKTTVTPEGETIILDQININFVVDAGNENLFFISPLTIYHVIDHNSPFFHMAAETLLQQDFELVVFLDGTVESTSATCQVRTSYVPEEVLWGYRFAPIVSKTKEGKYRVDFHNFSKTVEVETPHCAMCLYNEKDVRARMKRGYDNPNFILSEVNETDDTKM
PPARg SRC-3 ag: agonists of human PPARgamma SRC-3 coactivator recruitment; P37231; biochemical PPARgamma/SRC-3 coactivator recruitment assay; activation, % at 8 µM; 200,000 compounds, 0.26% hits; AID 731; in the data active = activation above about 23%;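 also: 0% = DMSO and 100% = reference agonist; some compounds past the cut are filed as inactive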
Starred values were filed as active, the others as inactive; / = not tested or not shown.

SMILES	PPARg SRC-2 ag	Diaphorase act	PPARg SRC1 recr	PMI act	PMI act hi M6P	S1P3 antag	G6PDH counter	Diaph inh CS	TR-FRET SRC-2 ct	ROMK mod	PPARg SRC-3 ag
CCOC(=O)C1=C(c2cccc(F)c2)NC(=S)NC1C (centres undefined)	2	1	0	0.8	0.9	/	-4	2	1614	-0.42	-6
CC(CCO)Nc1nc2c(c(=O)n(C)c(=O)n2C)n1Cc1cccc(Br)c1 (centres undefined)	0	1	-5	0.9	0.9	-23	7	1	1401	0.76	0
CCCOc1ccccc1N1C(=O)CC(N2CCOCC2)C1=O (centres undefined)	6	1	3	1	0.9	-11	8	1	1533	/	10
O=C1NC(=O)/C(=C\c2cn(Cc3ccccc3F)c3ccccc23)N1	-7	0.9	13	1	1	-14	5	11	1673	-0.042	-1
COc1cccc(-c2nnc(-c3ccc(C(F)(F)F)cc3)o2)c1	1	0.9	-7	1	1	/	10	8	1443	0.37	-4
CCOC(=O)c1ccc(Nc2ccc(-c3ccc(OC)c(OC)c3)nn2)cc1	-3	1	7	1	1.1	/	14	1	1476	0.17	-2
Cc1ccc(C)c(N=C2CCCN2Cc2ccccc2)c1C#N	-3	1	7	1	1	/	3	2	1540	-1.4	-14
COC(=O)c1c(NC(=S)Nc2ccc(CC(=O)O)cc2)sc(C)c1C	11	0.7	22*	0.9	0.9	-3	4	26	1741	1.1	10
COc1ccc2c(c1)C(NC(C)=O)C(=O)N2CCc1ccccc1 (centres undefined)	2	0.9	-1	0.9	0.9	-1	11	14	1422	0.92	1
COc1ccc(CNC(C)(C)C)cc1Cl	-7	1	7	1	1	/	2	0	1346	/	7
CCCCOC(=O)Nc1ccccc1C(=O)OC	5	0.9	6	1	0.9	/	9	8	1705	/	12
O/N=C(\c1ccc(Cl)cc1Cl)c1ncc(C(F)(F)F)cc1Cl	8	0.9	-1	0.9	1	/	6	8	1654	-1.6	8
CC1(C)OC(=O)C2(Cc3ccccc3N3CCCCC32)C(=O)O1 (centres undefined)	2	0.9	-6	0.9	0.9	-10	3	14	1474	0.048	-5
CC1(C)C(=O)N(OCc2ccccc2)C(C)(C)C(=O)N1OCc1ccccc1	6	1	-1	0.9	1	/	2	2	1591	0.47	-5
COCC(=O)Nc1ccc(S(=O)(=O)Nc2ccccn2)cc1	6	1	4	1.1	1.1	-6	-4	0	1636	-0.59	4
Cc1cc(C(F)(F)F)c(C#N)c(=O)[nH]1	3	0.9	-1	1	1	/	1	8	1466	0.024	9
O=C(CSc1nnc(C2CC2)n1Cc1ccccc1)N1CCN(S(=O)(=O)c2ccccc2)CC1	-6	0.9	-4	1	1	-13	2	12	1485	-1	-7
Cc1ccc(C(=O)C2CCN(CC(=O)Nc3ccc4c(c3)OCCO4)CC2)cc1	1	0.9	-1	1	1.1	6	-2	12	1732	/	3
CNC(=O)COC(=O)CCC(=O)c1cccs1	3	0.9	-8	1	1	-10	1	8	1502	-0.072	1
CCOC(=O)/C(C#N)=C(C)/C=C1\Sc2ccccc2N1CC	10	0.9	4	0.8	1	-11	-18	8	1579	-1.4	4
N[C@@]12CCc3nonc3[C@]1(O)CC(c1ccccc1)=[N+]2[O-]	4	0.9	1	0.9	0.9	-16	6	11	1561	0.26	5
COc1ccc(CNC(=O)C(OC(=O)c2ccco2)c2ccc(OC)cc2)cc1 (centres undefined)	4	1	-6	1	1.1	/	9	0	1597	-0.17	11
CCOC(=O)N1CCN(S(=O)(=O)c2cc([N+](=O)[O-])ccc2C)CC1	-4	0.9	14	0.9	0.9	-2	-5	8	1303	1.7	0
CNC(=O)C1CCCN1S(=O)(=O)c1ccc(OC)cc1 (centres undefined)	9	0.9	7	0.9	0.9	-11	21	11	1613	/	3
Clc1c(-c2nnc3n2CCC3)sc2ccccc12	19	0.8	6	0.9	0.9	-10	-19	17	1699	-0.36	8
O=C(O)COc1ccc2c3c(c(=O)oc2c1)CCCC3	3	0.9	4	1	1	-21	17	8	1743	0.58	8
Cc1cc(C)n2nc(Nc3ccccc3)cc2n1	-7	0.8	-6	0.8	0.9	/	14	23	1533	/	-13
N#Cc1c(NC(=O)CSCC(=O)O)sc2c1CCCC2	-3	0.9	5	1	1	-10	17	14	1844	/	-1
CCOC(=O)CSc1nc(C)cc2c1C(=O)OC2	-5	1	2	1	0.9	-13	6	5	1435	0.46	2
CSc1cccc(NC(=O)C2CCCN(S(=O)(=O)c3ccc(F)cc3)C2)c1 (centres undefined)	-1	0.7	2	0.7	0.8	-29	-21	33	1606	-0.012	13
COC(=O)CSc1[nH]c2cc(C)ccc2c1[N+](=O)[O-]	-3	0.8	1	0.9	0.9	2	10	20	1532	-1.4	-1
O=Cc1sc(Nc2ccccc2)nc1Cl	6	0.9	0	1	1	-19	0	10	1668	-1.5	6
Cc1nn(-c2ccccc2)c(N2CCCC2)c1/C=C1\N=C(c2ccccc2)OC1=O	8	0.8	-4	1	0.9	5	12	16	1798	-0.35	0
CN(C)/C=C1\C(=O)N(C)N=C1C(F)(F)F	-7	1	4	1.1	1.1	-7	-3	-1	1663	/	7
CN(C)/C=N/c1nc2ncc(-c3ccc(Cl)cc3)c(/N=C/N(C)C)n2n1	1	0.9	1	1	0.9	-4	3	7	1650	-0.36	3
CCN(CC)CCCNC(=O)c1cc2c(Cl)nc3ccccc3c2s1	5	1.1	3	0.9	0.9	6	3	-6	1672	-1.4	4

14 neighbouring records already listed, for reference:
SMILES	PPARg SRC-2 ag	Diaphorase act	PPARg SRC1 recr	PMI act	PMI act hi M6P	S1P3 antag	G6PDH counter	Diaph inh CS	TR-FRET SRC-2 ct	ROMK mod	PPARg SRC-3 ag
CCOC(=O)N1CCN(S(=O)(=O)c2cc([N+](=O)[O-])ccc2C)CC1	-4	0.9	14	0.9	0.9	-2	-5	8	1303	1.7	0
CNC(=O)C1CCCN1S(=O)(=O)c1ccc(OC)cc1 (centres undefined)	9	0.9	7	0.9	0.9	-11	21	11	1613	/	3
Clc1c(-c2nnc3n2CCC3)sc2ccccc12	19	0.8	6	0.9	0.9	-10	-19	17	1699	-0.36	8
O=C(O)COc1ccc2c3c(c(=O)oc2c1)CCCC3	3	0.9	4	1	1	-21	17	8	1743	0.58	8
Cc1cc(C)n2nc(Nc3ccccc3)cc2n1	-7	0.8	-6	0.8	0.9	/	14	23	1533	/	-13
N#Cc1c(NC(=O)CSCC(=O)O)sc2c1CCCC2	-3	0.9	5	1	1	-10	17	14	1844	/	-1
CCOC(=O)CSc1nc(C)cc2c1C(=O)OC2	-5	1	2	1	0.9	-13	6	5	1435	0.46	2
CSc1cccc(NC(=O)C2CCCN(S(=O)(=O)c3ccc(F)cc3)C2)c1 (centres undefined)	-1	0.7	2	0.7	0.8	-29	-21	33	1606	-0.012	13
COC(=O)CSc1[nH]c2cc(C)ccc2c1[N+](=O)[O-]	-3	0.8	1	0.9	0.9	2	10	20	1532	-1.4	-1
O=Cc1sc(Nc2ccccc2)nc1Cl	6	0.9	0	1	1	-19	0	10	1668	-1.5	6
Cc1nn(-c2ccccc2)c(N2CCCC2)c1/C=C1\N=C(c2ccccc2)OC1=O	8	0.8	-4	1	0.9	5	12	16	1798	-0.35	0
CN(C)/C=C1\C(=O)N(C)N=C1C(F)(F)F	-7	1	4	1.1	1.1	-7	-3	-1	1663	/	7
CN(C)/C=N/c1nc2ncc(-c3ccc(Cl)cc3)c(/N=C/N(C)C)n2n1	1	0.9	1	1	0.9	-4	3	7	1650	-0.36	3
CCN(CC)CCCNC(=O)c1cc2c(Cl)nc3ccccc3c2s1	5	1.1	3	0.9	0.9	6	3	-6	1672	-1.4	4

More compounds follow.
SMILES	PPARg SRC-2 ag	Diaphorase act	PPARg SRC1 recr	PMI act	PMI act hi M6P	S1P3 antag	G6PDH counter	Diaph inh CS	TR-FRET SRC-2 ct	ROMK mod	PPARg SRC-3 ag
O=C(CCCC(=O)OCC(Cl)=C(Cl)Cl)Nc1cccc2ccccc12	2	0.8	0	0.9	1	5	0	15	1679	/	0
COc1ccc(CCC(=O)Nc2cccc(S(=O)(=O)N(C)C)c2)cc1OC	-7	1	-8	1	1.1	6	5	-4	1371	1.4	-5
CC(=O)NCC(=O)OCC(=O)c1ccc(Cl)cc1	4	1.2	4	1.1	1.1	-26	7	-19	1760	-0.077	5
CC(C)(C)NCCOc1ccc(Br)cc1	12	0.8	-3	0.9	0.9	/	0	22	1645	-1.9	5
O=C(NCCN1C(=O)C2C3C=CC(C3)C2C1=O)Nc1ccccn1 (centres undefined)	/	1	/	1	1	-32	-7	4	/	/	/
COc1ccc(CCNC(=O)C(C)Sc2ccc(C)cc2)cc1OC (centres undefined)	-1	1.1	-2	1	1.1	-1	5	-6	1504	0.44	2
COC(=O)c1cc2cc(NS(=O)(=O)c3ccc(C)cc3)ccc2s1	12	0.8	14	0.9	0.9	/	-1	22	1777	/	3
CCC(=O)NC(=S)Nc1ccc(NC(=O)c2ccc(C)c([N+](=O)[O-])c2)cc1	1	0.9	-4	0.9	0.9	-16	-1	11	1512	/	-3
CCOc1ccccc1NC(=O)CSc1nc2cccnc2n1C	-1	0.8	6	1	0.9	19	2	23	1493	/	8
Brc1ccc(N/N=C(/N=Nc2nn[nH]n2)c2ccccc2)cc1	6	0.7	4	1.7	1.9	-3	-6	34	1530	0.31	0
